# inhibitors of VEEV – inhibitors of VEEV TC-83 cytopathic effect, confirmation, Vero cells (AID 588727); one-dose inhibition, % at 20 µM; IC50 in µM for titrated hits; Vero cells, VEEV TC-83 cytopathic effect inhibition; higher % means a stronger effect; hit rate 0.13% among 350,000; in the data active means a potency from the dose series; inconclusive means inhibition mostly from about 14% at the one dose, without a potency; inactive means the rest, 99 in 100 with inhibition below about 12%; further: strong numbers were not always called active
# tuberculosis growth – growth inhibition of non-replicating M. tuberculosis (AID 488890); Mycobacterium tuberculosis non-replicating, growth inhibition; higher % means a stronger effect; hit rate 0.39% among 320,000; one-dose inhibition, % at 25 µM; IC50 in µM for titrated hits; in the data active means a potency from the dose series; inconclusive means inhibition mostly from about 82% at the one dose, without a potency; inactive means the rest, 99 in 100 with inhibition below about 76%;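 further: plate controls were DMSO cells for no effect and high antibiotic wells for full effect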
# H1N1 NS1A inhibition – H1N1 influenza NS1A inhibitors, functional cell based assay (AID 504329). NS1A functional cell-based assay, percent inhibition; higher % means a stronger effect. one-dose inhibition, % at 12.5 µM; IC50 in µM for titrated hits. hit rate 0.3% among 340,000; in the data active means a potency from the dose series; inconclusive means inhibition above about 27% without an active follow-up result; further: strong numbers were not always called active
# H37Rv inhibition – M. tuberculosis growth inhibition, HTS (AID 449762). M. tuberculosis H37Rv growth inhibition, 7H9 media; higher % means a stronger effect. inhibition, % at 25 µM; hits with a dose series show IC50 in µM. hit rate 0.59% among 330,000; in the data active means a potency from the dose series; inconclusive means inhibition above about 70% without an active follow-up result;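 further: bacterial growth assessed after seven days of incubation; strong numbers were not always called active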
# Salmonella PhoP GFP – PhoP regulon inhibitors, Salmonella typhi PhoP promoter GFP reporter, confirmatory (AID 1850); inhibition, % at 50 µM; hits with a dose series show IC50 in µM; hit rate 0.33% among 310,000; Salmonella Typhi PhoP-promoter GFP reporter, fluorescence, 4 h; higher % means a stronger effect; in the data active means a potency from the dose series; inconclusive means inhibition mostly from about 25% at the one dose, without a potency; inactive means the rest, 99 in 100 with inhibition below about 19%;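 further: 0% = induced wells with vehicle and 100% = uninduced wells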
# inhibitors of VEEV 10K pilot screen – further read-out of inhibitors of VEEV, marked with its call; inhibition, %; measured here: 10K pilot screen inhibition
# Numbers without * were called inactive; i = inactive; u = inconclusive; x = not tested or not shown. No enrichment for hits (roughly 1.5% active in at least one column).
SMILES,inhibitors of VEEV,tuberculosis growth,H1N1 NS1A inhibition,H37Rv inhibition,Salmonella PhoP GFP,others
CN(c1cccnc1)c1ncnc2[nH]ncc12,0.4%,-6%,1%,5%,9%,
COC(=O)c1oc2ccc(Br)cc2c1NC(=O)CCN1CCOCC1,0.9%,6%,1%,-23%,-6%,
COc1cc2c(cc1OC)C(C)N(S(=O)(=O)c1cccs1)CC2 (stereo unspecified),1.3%,4%,-9%,-12%,0%,
CC(=O)C(=[N+]=[N-])C(=O)NCc1ccccc1,0.3%,-16%,-7%,1%,-3%,
O=C(N/N=C/c1c[nH]c2ccccc12)c1cccs1,0.3%,25%,x,-6%,-2%,
COc1cc([N+](=O)[O-])ccc1NC(=O)Nc1nc2c(s1)CCCC2,0.2%,-5%,19%,8%,2%,
CCN1CCN(c2nc(-c3cccnc3)nc3ccccc23)CC1,i,0%,-12%,0%,-15%,
O=C(NCc1ccccc1OC(F)(F)F)C1CCC(=O)N(CCc2ccccn2)C1 (stereo unspecified),7.8%,-11%,21%,-17%,-6%,
Cc1nnc(-c2ccccc2)nc1N1CCOCC1,5.1%,-7%,11%,4%,5%,
CCOC(=O)c1c(NC(=O)c2nc3n(n2)C(C(F)F)CC(C)N3)sc2c1CCCC2 (stereo unspecified),i,15%,-4%,48%,-10%,
Cc1ccc(C(=O)OCC(=O)Nc2sc3c(c2C#N)CCCC3)cc1NC(=O)c1ccco1,1.4%,4%,24%,-4%,1%,
Cc1cc(-c2ccccc2)n2ncc(C#N)c2n1,0.3%,x,-9%,-9%,0%,
COc1ccc(NC(=O)CS(=O)(=O)c2ccccc2)cc1,i,5%,-3%,3%,-3%,
CCOC(=O)C1(CCc2ccccc2)CCN(Cc2cccc3c2OCO3)CC1,0.3%,44%,10%,9%,-4%,
O=C(CNc1cc(S(=O)(=O)N2CCCC2)ccc1OCC(F)(F)F)Nc1ccc(SC(F)F)cc1,0.5%,24%,3%,4%,-1%,
O=C1N(Cc2ccccc2)CCCC12CCCN(Cc1ccccc1)C2=O,0.9%,8%,-8%,-3%,-1%,
O=C(NCc1ccccc1Cl)C1CCN(S(=O)(=O)c2ccc(N3CCCC3=O)cc2)CC1,1.3%,4%,-2%,3%,-6%,
CCn1c(SCC(=O)N2CCOCC2)nnc1-c1cccs1,0.5%,-4%,-103%,6%,-5%,
Oc1ccccc1-c1csc(-c2ccccc2)n1,1.3%,5%,-3%,57%,-2%,
CC(=O)c1cccc(CN2CCCC(CCC(=O)NCc3ccc(F)c(F)c3)C2)c1 (stereo unspecified),i,6%,5%,4%,-6%,
Cc1cc(S(=O)(=O)N2CCN(c3ccccc3C)CC2)ccc1F,0.6%,19%,-1%,1%,3%,
O=C(O)c1cc(NS(=O)(=O)c2ccc(NC3CCCCC3)c([N+](=O)[O-])c2)cc(C(=O)O)c1,1.7%,0%,1%,-1%,3%,
Cc1ccc(S(=O)(=O)N2CCOCC2)cc1C(=O)Nc1ccc(-c2cn3ccsc3n2)cc1,i,37%,5%,9%,10%,
CCNC(=S)/N=C(\N)Nc1nc(C)c2cc(C)ccc2n1,6.0%,-1%,-7%,26%,-9%,

# The last 6 records of the part above come first, to join the parts:
SMILES,inhibitors of VEEV,tuberculosis growth,H1N1 NS1A inhibition,H37Rv inhibition,Salmonella PhoP GFP,others
Oc1ccccc1-c1csc(-c2ccccc2)n1,1.3%,5%,-3%,57%,-2%,
CC(=O)c1cccc(CN2CCCC(CCC(=O)NCc3ccc(F)c(F)c3)C2)c1 (stereo unspecified),i,6%,5%,4%,-6%,
Cc1cc(S(=O)(=O)N2CCN(c3ccccc3C)CC2)ccc1F,0.6%,19%,-1%,1%,3%,
O=C(O)c1cc(NS(=O)(=O)c2ccc(NC3CCCCC3)c([N+](=O)[O-])c2)cc(C(=O)O)c1,1.7%,0%,1%,-1%,3%,
Cc1ccc(S(=O)(=O)N2CCOCC2)cc1C(=O)Nc1ccc(-c2cn3ccsc3n2)cc1,i,37%,5%,9%,10%,
CCNC(=S)/N=C(\N)Nc1nc(C)c2cc(C)ccc2n1,6.0%,-1%,-7%,26%,-9%,
C=CCn1c(SC(C)C(=O)NCc2ccc3c(c2)OCO3)nnc1C1CCCCC1 (stereo unspecified),0.3%,10%,-14%,-6%,-7%,
O[C@@H]1CN(C2CCN(Cc3ccccc3)CC2)CC[C@H]1N1CCCCCC1,0.4%,x,8%,x,x,
CC(=O)N1CCN(c2ccc(NCc3ccccc3)cc2)CC1,0.2%,15%,14%,-10%,1%,
CN(C)NC1CC(=O)N(c2ccccc2)C1=O (stereo unspecified),0.3%,-10%,-4%,-6%,6%,
Cc1ccccc1CS(=O)(=O)c1cn(CC(=O)N2CCOCC2)c2ccccc12,8.1%,-9%,-7%,-11%,-3%,
COc1ccccc1OCC(=O)Nc1ccccc1C(=O)Nc1cccc(C(=O)O)c1,i,1%,-3%,-3%,-13%,
CCOc1ccc(S(=O)(=O)NCCc2cn3ccccc3n2)cc1,2.3%,-5%,6%,0%,-5%,
CSc1ncccc1C(=O)OCC(=O)Nc1ccc(S(=O)(=O)N2CCCC2)cc1,1.5%,6%,-3%,2%,-5%,
N=c1sccn1CC(=O)Nc1ccc(Cl)cc1[N+](=O)[O-],i,13%,7%,-4%,12%,
CCN(CC)C(=O)c1ccc(NC(=O)c2c(C)noc2C)cc1,1.0%,-3%,0%,3%,x,
CCc1ccccc1NC(=O)CNC(=O)c1cn(Cc2ccccc2)nc1-c1cccnc1,2.4%,-1%,-5%,0%,x,
COc1ccc(-c2nc(C)c(C(C)=O)n2O)cc1,2.6%,-7%,6%,-6%,0%,
COC(=O)c1cc(NC(=O)Nc2cc(OC)ccc2OC)cc(C(=O)OC)c1,5.6%,2%,7%,4%,6%,
CN(C(=O)c1ccc(Cl)c(S(=O)(=O)N2CCOCC2)c1)c1ccccc1C(=O)O,0.1%,-10%,1%,-14%,-5%,
CCOC(=O)Nc1cc(C(=O)OC)ccc1C,5.4%,1%,-23%,5%,0%,
O=C(NNC(=S)Nc1cccc(C(F)(F)F)c1)c1cccc(Cl)c1,0.9%,11%,-3%,4%,3%,
COc1cccc(CNCC2CCCO2)c1 (stereo unspecified),i,-6%,-3%,-7%,-3%,
Cc1ccc(C(=O)CSc2nnc(-c3cccs3)n2C)o1,0.4%,x,6%,-2%,-5%,
CCOC(=O)N/N=C1\CC(C)CC(C)(C)C1 (stereo unspecified),i,27%,-4%,-5%,-2%,
COC(=O)c1c(NC(C)=O)sc(C(=O)Nc2ccccc2)c1C,7.5%,1%,0%,1%,-8%,
CCN(C(=S)NC(=O)c1ccccc1Br)C1CCCCC1,i,-4%,-5%,u,-1%,
Cc1ccc(NC(=O)CCC(=O)OC(C)C(=O)c2ccccc2)cc1 (stereo unspecified),0.1%,-3%,-9%,-3%,-1%,
COc1ccc(NC(=O)CN(c2ccccc2)S(=O)(=O)N(C)C)cc1OC,i,-3%,-8%,2%,4%,
Cc1ccc(-n2nc3c(c2NC(=O)CC(C)C)CS(=O)(=O)C3)cc1,1.2%,-5%,-1%,-6%,8%,

# Entries listed so far that have a nitro group on carbon:
SMILES,inhibitors of VEEV,tuberculosis growth,H1N1 NS1A inhibition,H37Rv inhibition,Salmonella PhoP GFP,others
COc1cc([N+](=O)[O-])ccc1NC(=O)Nc1nc2c(s1)CCCC2,0.2%,-5%,19%,8%,2%,
O=C(O)c1cc(NS(=O)(=O)c2ccc(NC3CCCCC3)c([N+](=O)[O-])c2)cc(C(=O)O)c1,1.7%,0%,1%,-1%,3%,
N=c1sccn1CC(=O)Nc1ccc(Cl)cc1[N+](=O)[O-],i,13%,7%,-4%,12%,

# Remaining list, next part.
SMILES,inhibitors of VEEV,tuberculosis growth,H1N1 NS1A inhibition,H37Rv inhibition,Salmonella PhoP GFP,others
Cc1cc(C)cc(C(=O)OCC(=O)NCC(F)(F)F)c1,i,-7%,1%,5%,-4%,
COc1ccc(NC(=O)COn2nnc3ccc(Cl)cc32)cc1OC,0.0%,55%,-1%,-7%,-6%,
CCCn1c(CCNc2nc(-c3cccc(Br)c3)cs2)nc2ccccc21,1.7%,x,-9%,x,x,
CCn1c(-c2csc3c2CCC(C)C3)n[nH]c1=S (stereo unspecified),1.4%,22%,3%,-13%,6%,
COc1ccc2c(c1)c(C(=O)N/N=C/c1cccc(Br)c1)c(C)n2C,6.8%,-2%,9%,4%,6%,
COc1ccc(C(NC(=O)N2CC(C)OC(C)C2)C(Cl)(Cl)Cl)cc1F (stereo unspecified),0.8%,-10%,-3%,11%,12%,
O=S(=O)(c1ccccc1)c1nc(Nc2ccccc2N2CCOCC2)sc1Cl,3.2%,55%,1%,-7%,2%,
CC1CC(=O)Nc2ccccc2N1S(=O)(=O)c1ccccc1 (stereo unspecified),1.8%,17%,-4%,-13%,-11%,
O=S(=O)(NC1CCCC1)c1ccc(S(=O)(=O)N2CCN(c3ccccc3)CC2)cc1,i,7%,20%,3%,-9%,
Cc1c(C(=O)OCC(=O)Nc2ccc(C(=O)N(C)C)cc2)oc2ccccc12,2.0%,3%,-12%,-1%,-7%,
COCCCNC(=O)C1CCCN(S(=O)(=O)c2cccc3nsnc23)C1 (stereo unspecified),0.3%,2%,-16%,-7%,-9%,
COc1ccccc1C(=O)COC(=O)CCNS(=O)(=O)c1ccc(C)c(C)c1,3.1%,-3%,6%,-3%,0%,

# Of the compounds above, these have a CF3 group:
SMILES,inhibitors of VEEV,tuberculosis growth,H1N1 NS1A inhibition,H37Rv inhibition,Salmonella PhoP GFP,others
O=C(NCc1ccccc1OC(F)(F)F)C1CCC(=O)N(CCc2ccccn2)C1 (stereo unspecified),7.8%,-11%,21%,-17%,-6%,
O=C(CNc1cc(S(=O)(=O)N2CCCC2)ccc1OCC(F)(F)F)Nc1ccc(SC(F)F)cc1,0.5%,24%,3%,4%,-1%,
O=C(NNC(=S)Nc1cccc(C(F)(F)F)c1)c1cccc(Cl)c1,0.9%,11%,-3%,4%,3%,
Cc1cc(C)cc(C(=O)OCC(=O)NCC(F)(F)F)c1,i,-7%,1%,5%,-4%,

# Not a retest: an excerpt of the list.
SMILES,inhibitors of VEEV,tuberculosis growth,H1N1 NS1A inhibition,H37Rv inhibition,Salmonella PhoP GFP,others
O=S(=O)(c1ccccc1)c1nc(Nc2ccccc2N2CCOCC2)sc1Cl,3.2%,55%,1%,-7%,2%,
CC1CC(=O)Nc2ccccc2N1S(=O)(=O)c1ccccc1 (stereo unspecified),1.8%,17%,-4%,-13%,-11%,

# The list continues.
SMILES,inhibitors of VEEV,tuberculosis growth,H1N1 NS1A inhibition,H37Rv inhibition,Salmonella PhoP GFP,others
Cc1ccc(-n2c(=O)c3sccc3n(Cc3cc(=O)n4cc(Cl)ccc4n3)c2=O)cc1F,1.4%,-11%,18%,-9%,-5%,
NC(=O)c1cc([N+](=O)[O-])ccc1NCc1ccc(O)cc1,0.5%,30%,-1%,0%,-13%,inhibitors of VEEV 10K pilot screen=5.8
O=C(NCC(=O)N(CCc1ccccc1)C(C(=O)NC1CCCCC1)c1ccncc1)c1ccco1 (stereo unspecified),1.6%,14%,1%,-4%,0%,
Cc1ccc2[nH]c(=O)c(CN(CCCN3CCOCC3)Cc3nnnn3C3CCCC3)cc2c1,i,53%,4%,-18%,-1%,
COc1ccc(CN2CCN(Cc3cccc(OC)c3)C(CCO)C2)cc1 (stereo unspecified),0.2%,6%,-2%,-14%,7%,
CCn1c(=O)n(CC)c2cc(NC(=O)CSc3ccc([N+](=O)[O-])cn3)ccc21,0.3%,10%,5%,1%,0%,
Cc1ccc(OCC(=O)N/N=C\c2ccc(C)o2)c([N+](=O)[O-])c1,0.1%,x,9%,x,x,
CC(=O)c1ccc(OCCCCOc2ccc(C(C)=O)cc2)cc1,i,-5%,4%,-9%,-2%,
CNC(=S)N(Cc1cccs1)Cc1cc2cc(OC)c(OC)cc2[nH]c1=O,10%,40%,6%,7%,-4%,
Fc1ccccc1-c1nc(-c2ccncc2)no1,0.9%,0%,-2%,4%,9%,
C[C@@H]1CN([C@H](C)CO)C(=O)c2cc(NC(=O)Nc3ccc(C(F)(F)F)cc3)ccc2O[C@H]1CN(C)Cc1ccc(Cl)c(Cl)c1,7.1%,2%,-2%,3%,x,
Cn1cccc1/C=C1\SC(=S)N(NC(=O)c2ccccc2Cl)C1=O,1.8%,4%,7%,-1%,-40%,
O=[N+]([O-])c1cccc(-c2ccc(SCc3cccnc3)nn2)c1,1.2%,56%,0%,8%,-19%,
Cc1c(C=O)c2ccccn2c1C(=O)c1ccccc1Cl,i,8%,5%,10%,-1%,
Cc1nc(-c2ccc(-c3ccon3)s2)no1,i,31%,1%,-7%,-3%,
CC1=C(C(N)=O)C(c2cccs2)NC(=O)N1 (stereo unspecified),0.5%,-4%,-12%,-6%,3%,

# From PubChem BioAssay
